LEDGF integ inh: blocks HIV-1 LEDGF/p75-dependent DNA integration | TR-FRET IN-LEDGF/p75 DNA integration, Eu/Cy5 | inhibition, % at 3.7 µM | AID 743269 | actives 0.64% (n = 370,000);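 active means inhibition above the screen-wide mean plus 3 SD, cut at about 13% in these data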;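 further: signal is the Cy5 over europium emission ratio at 671 and 618 nm; 0% = plate median of compound wells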
HTRA1 inhibitor: inhibitors of human serine peptidase HTRA1; AID 504803; recombinant HTRA1, FP-rhodamine activity-based probe, fluorescence polarization; actives 0.5% (n = 340,000); inhibition, % at 5.96 µM; in the data active means inhibition above about 36%;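 further: 0% = enzyme with DMSO and 100% = wells lacking enzyme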
TCR-CD3 inh: blocks the human TCR-CD3 interaction. actives 0.37% (n = 360,000). inhibition, % at 9.4 µM. AID 651800. TAMRA-labeled TCR probe fluorescence, biochemical; in the data active means inhibition above about 19%;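 further: recombinant mutant TCR 2C K166C tagged with TAMRA read by polarization; 0% = receptor in buffer alone and 100% = receptor with positive control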
NR1D1 modulator: modulators of human Rev-erb alpha DNA binding. P20393. Rev-erbα–FITC-DNA binding, fluorescence polarization, 90 min. activity, % at 10 µM. actives 0.79% (n = 370,000). AID 1259318;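 active means activity above about 14%, limit read from the data; passing the limit was not always enough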;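 further: 0% = DMSO wells with 35 nM protein and 100% = DMSO wells with 750 nM protein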
Target sequence (P20393 whole entry, looked up): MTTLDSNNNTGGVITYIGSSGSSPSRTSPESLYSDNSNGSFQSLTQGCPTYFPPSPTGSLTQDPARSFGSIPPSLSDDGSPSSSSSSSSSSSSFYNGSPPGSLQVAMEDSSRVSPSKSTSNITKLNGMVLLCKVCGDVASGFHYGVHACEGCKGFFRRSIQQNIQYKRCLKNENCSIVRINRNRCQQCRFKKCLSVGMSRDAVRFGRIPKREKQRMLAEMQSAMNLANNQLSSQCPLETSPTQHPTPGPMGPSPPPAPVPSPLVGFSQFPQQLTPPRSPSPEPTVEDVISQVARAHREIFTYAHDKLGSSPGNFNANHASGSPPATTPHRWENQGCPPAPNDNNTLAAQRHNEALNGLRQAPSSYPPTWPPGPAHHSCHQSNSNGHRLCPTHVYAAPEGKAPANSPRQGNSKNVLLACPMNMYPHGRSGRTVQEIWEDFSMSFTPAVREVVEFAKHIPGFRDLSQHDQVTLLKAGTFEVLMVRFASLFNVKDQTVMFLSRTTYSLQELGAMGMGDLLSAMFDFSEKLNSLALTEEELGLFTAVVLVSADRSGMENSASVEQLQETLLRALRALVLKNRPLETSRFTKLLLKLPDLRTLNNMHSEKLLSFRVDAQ
SIAE inh: blocks human sialic acid acetylesterase | actives 0.69% (n = 370,000) | Q9HAT2 | SIAE FP-Rh probe binding, fluorescence polarization | inhibition, % at 9.66 µM;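 active means inhibition above a cutoff: mean of compounds within the control limits plus 3 SD of those, cut at about 17% in these data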;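 further: 0% = plate median of compound wells and 100% = probe without SIAE protein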
TDP2 absorb: blocks human TDP2 phosphodiesterase activity; actives 0.34% (n = 370,000); O95551; AID 720702; recombinant TDP2, T5PNP hydrolysis, p-nitrophenol absorbance 415 nm; inhibition, % at 12.8 µM;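 active means inhibition above the mean of all tested compounds plus 3 SD, set per campaign, cut at about 25% in these data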;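 further: 0% = DMSO with enzyme and 100% = buffer with substrate but no TDP2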
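Assay system: recombinant human TDP2 / Reagent: T5PNP substrate at 5 mM, a TopII-DNA adduct mimic / Measured by: epi absorbance from released p-nitrophenol / Evaluation: % inhibition relative to enzyme-containing and enzyme-free wells / Control set: enzyme-free and DMSO wells / Replicates: each compound tested once, singlicate / Schedule: enzyme reaction with compound for 2 h at 37 °C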
ABHD4 inh: inhibitors of mouse ABHD4; AID 720543; actives 0.54% (n = 370,000); purified mABHD4, FP-Rh probe fluorescence polarization; Q8VD66; inhibition, % at 8.92 µM;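 active means inhibition exceeding the mean over every tested compound plus 3 SD, cut at about 30% in these data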;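 further: 0% = plate median of compound wells and 100% = S159A mutant with DMSO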
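Assay system: mABHD4 protein; medium: HEPES pH 7.0, NaCl, Pluronic buffer; dosing: 8.92 µM, single dose; schedule: 45 min + 60 min at 25 °C; signal: FP readout, ex 525 nm / em 598 nm; read-out: normalized percent inhibition of probe labeling; repeats: single replicate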
PRMT1 inh: PRMT1 (human) inhibition, primary screen. Q99873. recombinant PRMT1, activity-based probe fluorescence polarization. inhibition, % at 2.79 µM. actives 1.3% (n = 370,000). AID 652257;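 active means inhibition above about 21% made by adding two undisclosed values, limit read from the data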
Target sequence (Q99873 whole entry, looked up): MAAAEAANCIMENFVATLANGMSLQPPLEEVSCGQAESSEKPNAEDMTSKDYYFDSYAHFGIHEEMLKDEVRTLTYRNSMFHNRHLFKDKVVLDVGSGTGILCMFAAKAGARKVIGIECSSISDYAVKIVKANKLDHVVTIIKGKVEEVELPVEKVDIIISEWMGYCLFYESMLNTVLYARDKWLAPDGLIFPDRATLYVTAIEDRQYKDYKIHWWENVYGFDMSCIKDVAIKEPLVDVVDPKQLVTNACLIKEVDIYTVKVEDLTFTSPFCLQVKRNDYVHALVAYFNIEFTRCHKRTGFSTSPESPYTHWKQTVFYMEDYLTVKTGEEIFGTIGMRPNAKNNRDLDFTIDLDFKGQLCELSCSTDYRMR
PG9 binder: small molecules binding HIV-1 gp120 antibody PG9. actives 0.43% (n = 360,000). AID 624416. inhibition, % at 6.7 µM. TR-FRET gp120-PG9 antibody binding; in the data active means inhibition above about 8.5%
rCAG binder: molecules binding r(CAG) RNA repeats | AID 651821 | actives 1.3% (n = 370,000) | r(CAG) RNA repeat, TO-PRO-1 dye displacement fluorescence | inhibition, % at 3 µM;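 active means inhibition above the plate cutoff, the mean of all test compounds on that plate plus 3 SD, cut at about 35% in these data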;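 further: 0% = DMSO alone and 100% = 100 µM mitoxantrone as full dye displacement; higher means more dye released from RNA so lower well fluorescence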
Numbers without * were called inactive. These rows are one share of the data, so the mix of outcomes need not match the whole.

For Cc1ccc(C(=O)Cn2nc(C)c([N+](=O)[O-])c2C)c(C)c1 the results were LEDGF integ inh 2, HTRA1 inhibitor -1, TCR-CD3 inh 8, NR1D1 modulator 0, SIAE inh 4, TDP2 absorb 9, ABHD4 inh 3, PRMT1 inh 0, PG9 binder 0.7 and rCAG binder -2.
Screening Cc1nc2sc(C(c3cccs3)N3CCN(c4cccc(Cl)c4)CC3)c(O)n2n1 (stereo not given) returned LEDGF integ inh -2, HTRA1 inhibitor -16, TCR-CD3 inh 3, NR1D1 modulator 7, SIAE inh 1, TDP2 absorb -5, ABHD4 inh 8, PRMT1 inh 1, PG9 binder 0.6 and rCAG binder 4.
For N#Cc1ccccc1 the results were LEDGF integ inh 4, HTRA1 inhibitor 0, TCR-CD3 inh 0, NR1D1 modulator -2, SIAE inh -1, TDP2 absorb 5, ABHD4 inh -1, PRMT1 inh -4, PG9 binder -1.7 and rCAG binder 1.
CCOc1ccc(CC(=O)N/N=C/c2cccnc2)cc1 was read as LEDGF integ inh -2, HTRA1 inhibitor 3, TCR-CD3 inh 5, NR1D1 modulator 1, SIAE inh 0, TDP2 absorb -10, ABHD4 inh 0, PRMT1 inh -1, PG9 binder -2.1 and rCAG binder -6.
For Cc1c(NC(=O)c2noc(C(C)C)c2[N+](=O)[O-])c(=O)n(-c2ccccc2)n1C the results were LEDGF integ inh 3, HTRA1 inhibitor -1, TCR-CD3 inh 7, NR1D1 modulator -6, SIAE inh -6, TDP2 absorb -12, ABHD4 inh -10, PRMT1 inh -9, PG9 binder 0.9 and rCAG binder 4.
For CCOc1ccc(OCC)c(NC(=O)C2C3C=CC(O3)C2C(=O)NCc2ccco2)c1 (stereo not given) the results were LEDGF integ inh -5, HTRA1 inhibitor 4, TCR-CD3 inh 0, NR1D1 modulator 3, SIAE inh -10, TDP2 absorb 1, ABHD4 inh 6, PRMT1 inh 4, PG9 binder 0.2 and rCAG binder -1.
For CCCOc1ccc(C(=O)NNC(=S)NC(=O)c2cc(-c3ccc(Cl)cc3)nc3ccccc23)cc1 the results were LEDGF integ inh 2, HTRA1 inhibitor 7, TCR-CD3 inh -3, NR1D1 modulator 1, SIAE inh -51, TDP2 absorb 6, ABHD4 inh -8, PRMT1 inh 6, PG9 binder 3.3 and rCAG binder 16.
For O=C(Cn1nnc(-c2ccccc2)n1)OCc1csc(-c2ccccc2)n1 the results were LEDGF integ inh -3, HTRA1 inhibitor -6, TCR-CD3 inh 0, NR1D1 modulator 2, SIAE inh 1, TDP2 absorb 8, ABHD4 inh 0, PRMT1 inh 3, PG9 binder -1.9 and rCAG binder -4.
`CCCOC(=O)CC1C(=O)NCCN1Cc1cc(OC)cc(OC)c1` (stereo not given) gave LEDGF integ inh 0, HTRA1 inhibitor 2, TCR-CD3 inh -6, NR1D1 modulator 0, SIAE inh 5, TDP2 absorb 4, ABHD4 inh 2, PRMT1 inh 6, PG9 binder 2.0 and rCAG binder -5.
Screening O=C1NCC(COc2ccc([N+](=O)[O-])cc2)O1 (stereo not given) returned LEDGF integ inh -4, HTRA1 inhibitor 6, TCR-CD3 inh 6, NR1D1 modulator -2, SIAE inh 1, TDP2 absorb 9, ABHD4 inh -2, PRMT1 inh -4, PG9 binder -1.4 and rCAG binder 0.
`COCCOC1CCN(C(=O)c2ccc(OC)c(OC3CCN(C(C)C)CC3)c2)CC1` gave LEDGF integ inh -2, HTRA1 inhibitor 10, TCR-CD3 inh 0, NR1D1 modulator -3, SIAE inh 4, TDP2 absorb -2, ABHD4 inh -4, PRMT1 inh 1, PG9 binder 0.8 and rCAG binder -3.
`Cc1ccc(S(=O)(=O)N/N=C(\c2ccccc2)C2CC2)cc1` gave LEDGF integ inh 0, HTRA1 inhibitor 1, TCR-CD3 inh 7, NR1D1 modulator -3, SIAE inh 6, TDP2 absorb 4, ABHD4 inh 4, PRMT1 inh 1, PG9 binder -0.3 and rCAG binder -1.
For CC(C)C[C@H](NC(=O)c1[nH]cnc1C(=O)N[C@@H](Cc1ccccc1)C(=O)OC(C)(C)C)C(=O)OC(C)(C)C the results were LEDGF integ inh 0, HTRA1 inhibitor -23, TCR-CD3 inh 2, NR1D1 modulator -9, SIAE inh -8, TDP2 absorb -4, ABHD4 inh -14, PRMT1 inh 3, PG9 binder -0.9 and rCAG binder 8.
Screening CC(C)CCn1cnc2c1c(=O)n(CC(=O)NC(N)=O)c(=O)n2Cc1ccccc1 returned LEDGF integ inh 0, HTRA1 inhibitor -6, TCR-CD3 inh -1, NR1D1 modulator 1, SIAE inh 0, TDP2 absorb 24, ABHD4 inh 1, PRMT1 inh -2, PG9 binder -0.9 and rCAG binder -3.
`Cc1ccc(C)c(NC(=O)C(Sc2nc3ccc(C)cc3[nH]2)c2ccccc2)c1` (stereo not given) gave LEDGF integ inh -1, HTRA1 inhibitor -43, TCR-CD3 inh 3, NR1D1 modulator 3, SIAE inh -11, TDP2 absorb -5, ABHD4 inh -16, PRMT1 inh 0, PG9 binder -1.1 and rCAG binder 6.
Screening C/C(CC(=O)Nc1ccc(C)c(Cl)c1)=N\NC(=O)Cc1cccs1 returned LEDGF integ inh -1, HTRA1 inhibitor -11, TCR-CD3 inh 3, NR1D1 modulator -2, SIAE inh -1, TDP2 absorb 0, ABHD4 inh -12, PRMT1 inh -2, PG9 binder -3.4 and rCAG binder 3.
For O=C(CC1(O)C(=O)Nc2ccccc21)c1ccccc1O (stereo not given) the results were LEDGF integ inh 2, HTRA1 inhibitor 3, TCR-CD3 inh 3, NR1D1 modulator 5, SIAE inh 3, TDP2 absorb 4, ABHD4 inh 8, PRMT1 inh -2, PG9 binder 0.8 and rCAG binder 4.
Screening O=C1CCCC2=C1C(c1cccc(O)c1)C1=C(N2)c2ccccc2C1=O (stereo not given) returned LEDGF integ inh 8, HTRA1 inhibitor 6, TCR-CD3 inh 8, NR1D1 modulator -8, SIAE inh -3, TDP2 absorb -12, ABHD4 inh -2, PRMT1 inh 5, PG9 binder -13 and rCAG binder 5.
Cc1ccccc1-n1nc2c(c1NC(=O)COc1ccc(Cl)cc1)CS(=O)C2 (stereo not given) was read as LEDGF integ inh 5, HTRA1 inhibitor 0, TCR-CD3 inh 3, NR1D1 modulator -2, SIAE inh 2, TDP2 absorb 10, ABHD4 inh 0, PRMT1 inh -2, PG9 binder -0.1 and rCAG binder 5.
CCc1nnc(NC(=O)CCC(=O)N2CCN(Cc3cc(F)ccc3OC)CC2)s1 was read as LEDGF integ inh 2, HTRA1 inhibitor 2, TCR-CD3 inh 7, NR1D1 modulator 3, SIAE inh -4, TDP2 absorb 5, ABHD4 inh 2, PRMT1 inh 1, PG9 binder -1.6 and rCAG binder -7.
Cc1onc(-c2ccccc2)c1C(=O)N1CCN(Cc2ccc3c(c2)OCO3)CC1 was read as LEDGF integ inh 1, HTRA1 inhibitor 1, TCR-CD3 inh -1, NR1D1 modulator 9, SIAE inh 1, TDP2 absorb -3, ABHD4 inh 2, PRMT1 inh 3, PG9 binder 0.8 and rCAG binder -9.
`COc1ccc(C)cc1NC(=O)COC(=O)c1ccc2c(c1)OCO2` gave LEDGF integ inh -4, HTRA1 inhibitor 10, TCR-CD3 inh -2, NR1D1 modulator 8, SIAE inh -3, TDP2 absorb 7, ABHD4 inh -3, PRMT1 inh 3, PG9 binder 24* and rCAG binder 2.
For O=C(O)c1cc([N+](=O)[O-])ccc1N1CCC(Cc2ccccc2)CC1 the results were LEDGF integ inh 1, HTRA1 inhibitor -5, TCR-CD3 inh 6, NR1D1 modulator 6, SIAE inh 8, TDP2 absorb -14, ABHD4 inh 0, PRMT1 inh -2, PG9 binder -2.7 and rCAG binder 22.
Screening O=C(COc1ccccc1F)N1CCN(S(=O)(=O)/C=C/c2ccccc2)CC1 returned LEDGF integ inh -1, HTRA1 inhibitor 1, TCR-CD3 inh 3, NR1D1 modulator -2, SIAE inh 1, TDP2 absorb 0, ABHD4 inh -9, PRMT1 inh 1, PG9 binder -2.1 and rCAG binder -1.

Of the compounds above, these have a thiophene ring, fused or not.
Screening Cc1nc2sc(C(c3cccs3)N3CCN(c4cccc(Cl)c4)CC3)c(O)n2n1 (stereo not given) returned LEDGF integ inh -2, HTRA1 inhibitor -16, TCR-CD3 inh 3, NR1D1 modulator 7, SIAE inh 1, TDP2 absorb -5, ABHD4 inh 8, PRMT1 inh 1, PG9 binder 0.6 and rCAG binder 4.
Screening C/C(CC(=O)Nc1ccc(C)c(Cl)c1)=N\NC(=O)Cc1cccs1 returned LEDGF integ inh -1, HTRA1 inhibitor -11, TCR-CD3 inh 3, NR1D1 modulator -2, SIAE inh -1, TDP2 absorb 0, ABHD4 inh -12, PRMT1 inh -2, PG9 binder -3.4 and rCAG binder 3.

Additional entries follow.
`O=C(NCc1ccc(Cl)cc1)c1cccnc1` gave LEDGF integ inh 2, HTRA1 inhibitor 1, TCR-CD3 inh 5, NR1D1 modulator 3, SIAE inh -2, TDP2 absorb -9, ABHD4 inh -3, PRMT1 inh 1, PG9 binder -2.4 and rCAG binder 2.
For CC1(C)CC(=O)C=C(Nc2cccc(F)c2)C1 the results were LEDGF integ inh -6, HTRA1 inhibitor 3, TCR-CD3 inh -9, NR1D1 modulator -1, SIAE inh 4, TDP2 absorb -13, ABHD4 inh 1, PRMT1 inh 0, PG9 binder 0.3 and rCAG binder 2.
Screening CCOC(=O)N1CCN(c2c(N3CCC(N4CCCCC4)CC3)c(=O)c2=O)CC1 returned LEDGF integ inh 0, HTRA1 inhibitor -7, TCR-CD3 inh 2, NR1D1 modulator 1, SIAE inh 2, TDP2 absorb -8, ABHD4 inh 1, PRMT1 inh -7, PG9 binder -2.1 and rCAG binder 4.
`Cc1ccc(NCC(=O)Nc2cccc(S(=O)(=O)N(C)C)c2)cc1S(=O)(=O)N1CCCCCC1` gave LEDGF integ inh 2, HTRA1 inhibitor -15, TCR-CD3 inh -3, NR1D1 modulator 6, SIAE inh 11, TDP2 absorb -11, ABHD4 inh -4, PRMT1 inh -4, PG9 binder -0.6 and rCAG binder 14.
`O=C(CCC(=O)N(c1cccc(F)c1)C(C(=O)NC1CCCC1)c1ccncc1)Nc1cccnc1` (stereo not given) gave LEDGF integ inh -3, HTRA1 inhibitor 3, TCR-CD3 inh -2, NR1D1 modulator 3, SIAE inh -2, TDP2 absorb 7, ABHD4 inh 0, PRMT1 inh 3, PG9 binder -0.4 and rCAG binder 1.
Cc1cc(C)cc(OCC(=O)Nc2nc(-c3ccccn3)cs2)c1 was read as LEDGF integ inh 2, HTRA1 inhibitor -8, TCR-CD3 inh -1, NR1D1 modulator -11, SIAE inh -6, TDP2 absorb 18, ABHD4 inh 3, PRMT1 inh 6, PG9 binder 3.4 and rCAG binder 2.
Cc1cccc2cc(COC(=O)c3cccnc3)c(=O)[nH]c12 was read as LEDGF integ inh 0, HTRA1 inhibitor 6, TCR-CD3 inh 4, NR1D1 modulator -5, SIAE inh 4, TDP2 absorb 7, ABHD4 inh 0, PRMT1 inh -1, PG9 binder -0.8 and rCAG binder -6.
